# Compound activity: PubChem, several laboratories
# Yfh1-depleted yeast – mitochondrial function rescue without frataxin homolog – Friedreich's ataxia, plus single-dose screen, dose response (AID 1465). hit rate 0.074% among 220,000. S. cerevisiae Yfh1-off respiration, WST-1 reduction, 72 h; higher fold induction means a stronger effect. one-dose fold induction at 50 µM; EC50 in µM for titrated hits;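 active = fold induction of absorbance versus untreated yeast above a set limit, then at least 30% activation at any dose in follow-up; inconclusive = repeats straddling the limit, or above it without dose testing; inactive = fold induction below the set limit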;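 also: activators that raise dye reduction in frataxin-depleted yeast; strong numbers were not always called active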
# MT stabilize HCS – stabilizes microtubules in HeLa cells; HeLa tubulin immunostaining HCS, 24 h; share of cells brighter than vehicle mean+2SD; % tubulin-high responders, % at 10 µM; hit rate 0.83% among 200,000; AID 2205;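 active = plate Z-score above 3 for both tubulin-high and condensed-nucleus cell shares, with cell loss under 80%, at 10 µM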;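 also: anti alpha tubulin signal scored within the nucleus-defined area of each cell; some results filed as inactive read as strong as hits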
# P. falciparum M17LAP – P. falciparum M17LAP inhibitors, primary screen, biochemical, fluorogenic H-Leu-NHMec substrate, 1536-well (AID 1619); inhibition, % at 30 µM, or IC50 in µM where a hit was titrated; hit rate 0.38% among 220,000; recombinant M17LAP, H-Leu-NHMec fluorogenic kinetic assay; higher % means a stronger effect;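 active = compound inhibiting the enzyme by more than half at any dose during confirmatory dose-response retesting; inconclusive = strong single-dose inhibitors picked by rank but not retested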;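 also: plate controls were full reaction with DMSO carrier for no effect and no enzyme background for full effect; strong numbers were not always called active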
# CSM14.1 death rescue – rescue of cells from ER stress-induced death, primary screen, 384-well, CSM14.1, thapsigargin, ATP luminescence (AID 1222) | CSM14.1 thapsigargin-induced death rescue, ATP luminescence; higher % means a stronger effect | cellular ATP content (survival), % at 20 µM, or EC50 in µM where a hit was titrated | 190,000 tested, under 10 active;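 active = EC50 below 50 µM in the dose-response confirmation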;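 also: death triggered by thapsigargin at about 15 µM added after 2 h compound pretreatment; cell ATP read after overnight thapsigargin exposure of roughly 18 to 22 hours; normalized against plate controls of thapsigargin alone and 5% DMSO vehicle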
# Ins promoter up – MIN6 insulin promoter up-regulation. MIN6 insulin promoter-GFP reporter, high-content imaging; hits give high values. z-score at 5 µM. hit rate 0.3% among 190,000;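 active = z-score above 3 at 5 µM with at least 500 cells counted in the well; inconclusive = wells under 500 cells, flagged as cytotoxic or low count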
# Hep lipid drop – hepatic lipid droplet formation modulation. AML12 mouse hepatocytes, oleate lipid droplets, BODIPY imaging. hit rate 0.4% among 240,000. inhibition, % at 6.5 µM;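 active = lipid droplet intensity inhibited by at least 50%, with more than 500 cells counted; inconclusive = wells with under 300 cells, treated as cytotoxic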
#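 Technique: fluorescence imaging, 20x objective, two fields per well / Assay system: AML12 hepatocytes (mouse) / Measure: % inhibition of lipid droplet signal / Doses: 6.5 µM single-point dosing / Incubation: overnight exposure / Reagent: 100 µM oleic acid challenge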
# Dynein cargo inh – blocks dynein driven cargo transport along microtubules; 3617.4 mouse cells, GR-EGFP nuclear translocation imaging; test concentration mostly 20 µM; stimulated with dexamethasone, 1 µM; hits give low values; z-score, hits read low; hit rate 0.47% among 220,000; AID 1381;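 active = plate z-score of nuclear minus cytoplasmic receptor signal below a set negative limit, without overly bright fluorescence or cell loss, cut at about -3.5 in these data, passing the limit was not always enough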;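 also: z-score of nuclear minus cytoplasmic ring GR-EGFP intensity difference per well; some compounds called inactive have numbers as strong as hits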
#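 Buffer or medium: Induction medium lacking tetracycline, stripped serum | Also added: Dexamethasone agonist, 1.0 µM final, for 30 min | Timing: 48 h induction, 1 h compound, 30 min dex at 37 °C | Detection: Formaldehyde fixation, Hoechst nuclear stain, 10x automated fluorescence imaging | Measure: Nuclear versus cytoplasmic GR-EGFP signal, averaged per well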
# P. falciparum M1AAP – malaria alanyl aminopeptidase activity blockers – biochemical, fluorogenic H-Leu-NHMec substrate, 1536-well (AID 1445). recombinant M1AAP, H-Leu-NHMec fluorogenic kinetic assay; higher % means a stronger effect. inhibition, % at 30 µM; hits with a dose series show IC50 in µM. hit rate 0.42% among 220,000;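 active = primary inhibition above the hit cutoff, then over 50% inhibition at one or more dose response concentrations, cut at about 23% in these data, passing the limit was not always enough; inconclusive = conflicting primary data, or primary hits not chosen for dose response; inactive = low primary inhibition, or under 50% at every dose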;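 also: plate controls were DMSO full reaction for no effect and no enzyme background for full effect; strong numbers were not always called active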
# Autophagy mod – alters autophagy in cells; AID 463193; calls only at 10 µM (by protocol); MEF GFP-LC3 puncta imaging; test concentration mostly 10 µM; hit rate 0.98% among 190,000;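 active = percentage of spot-positive cells more than 3 SD above its plate mean, without a fluorescence outlier flag or 80% toxicity; inconclusive = no clear call, values can overlap the other calls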;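 also: spot-positive cell cutoff set from DMSO-treated cells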
# Dynein cargo inh cytoplasmic EGFP – also measured in Dynein cargo inh; calls as there; z-score; measured here: cytoplasmic GR-EGFP intensity; hits give high values
# Dynein cargo inh nuclear GR-EGFP – second read-out of Dynein cargo inh, no call of its own (marks repeat the call); z-score; measured here: nuclear GR-EGFP intensity;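 lower value marks the stronger effect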
# Dynein cargo inh cell count – recorded beside Dynein cargo inh, whose call it bears; z-score; measured here: cell count per field
# Ins promoter up cell count – also measured in Ins promoter up; calls as there; cell count; measured here: cytotoxicity, nuclei count;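 total cells summed across four imaged fields per well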
# Hep lipid drop cells 6.5 µM – second read-out of Hep lipid drop, no call of its own (marks repeat the call); cell count; measured here: cell count, cytotoxicity flag;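 cells counted across two imaged fields per well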
# MT stabilize HCS Hoechst-high % – recorded beside MT stabilize HCS, whose call it bears; % Hoechst-high responders; measured here: nuclear condensation Hoechst responders;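 share of cells brighter than vehicle mean plus two SD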
# MT stabilize HCS cytotoxicity % – also measured in MT stabilize HCS; calls as there; toxicity, %; measured here: cytotoxicity by cell density;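 0% = mean cell density of plate MIN control wells and 100% = no cells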
# Autophagy mod cell loss 18 h – second read-out of Autophagy mod, no call of its own (marks repeat the call); toxicity, %; measured here: cell loss, nuclei count;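 cell loss after 18 h compound exposure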
# Starred values were filed as active, the others as inactive; i = inactive; ? = inconclusive; . = no result given; + = active, no number. Not a hit list; 3.5% or so of the library scored in one or more.
SMILES,Yfh1-depleted yeast,MT stabilize HCS,MT stabilize HCS Hoechst-high %,MT stabilize HCS cytotoxicity %,P. falciparum M17LAP,CSM14.1 death rescue,Ins promoter up,Ins promoter up cell count,Hep lipid drop,Hep lipid drop cells 6.5 µM,Dynein cargo inh,Dynein cargo inh cytoplasmic EGFP,Dynein cargo inh nuclear GR-EGFP,Dynein cargo inh cell count,P. falciparum M1AAP,Autophagy mod,Autophagy mod cell loss 18 h
Cc1ccccc1NC(=O)Cn1nnc(C(=O)NCc2ccco2)c1N,i,2.9,1.1,6.9,11%,-0.7%,-0.2,1554,10,673,0.047,-0.1,-0.2,-0.048,0%,i,-1
Cc1ccc(C(=O)OCC(=O)c2ccc(Cl)s2)s1,i,4.9,0.8,62,-2%,0.0%,0.54,1264,2,738,-0.8,-0.29,-0.68,0.2,0%,i,-2
CCCCOc1ccc(-c2ncc(Cl)cn2)cc1,i,4.3,1.3,7.1,0%,.,0.36,1066,8,684,-0.29,0.73,0.33,1.5,2%,i,-1
Cc1ccc(NC(=O)C2(c3ccc([N+](=O)[O-])cc3)CCCC2)cc1,i,4.5,3.4,0.8,-6%,0.1%,0.12,1561,3,661,-0.78,-0.25,-0.2,0.58,7%,i,24
CC1CCN(c2cc(N3CCOCC3)c(F)cc2[N+](=O)[O-])CC1,i,1.7,0.9,8.5,-5%,-2.0%,0.25,1417,.,.,0.34,-0.12,-0.21,-0.47,4%,i,19
CCNC(=S)NNC(=O)c1cc(C)on1,i,2.6,1.0,5.4,-8%,1.5%,-1.5,1474,.,.,1.6,-0.21,1.5,-1,-8%,i,19
COc1cc(C(CC(=O)N2CCN(c3ccccc3)CC2)c2c(OC)cc(OC)c3ccc(=O)oc23)cc(OC)c1OC (centres undefined),i,.,.,.,9%,.,.,.,-2,744,-0.66,-0.7,-0.25,0.27,10%,.,.
COc1cc(CC(NC(C)=O)C(=O)NC2CCN(c3c4c(nc5ncnn35)CCC4)CC2)cc(OC)c1 (centres undefined),i,1.5,3.0,4.2,-1%,1.3%,0.26,1143,-4,719,-0.8,-0.2,-0.56,-0.37,6%,i,-11
CC(=NCCN1CCN(C(=S)Nc2ccccc2)CC1)C1=C(O)CC(C)(C)CC1=O,i,3.5,2.3,7.1,5%,-0.5%,-0.37,1428,.,.,-0.62,-0.058,0.38,0.74,-1%,i,-24
O=C(CCn1cnc2ccccc21)N/N=C/c1ccccc1O,i,3.0,2.0,8.0,-4%,-1.4%,-0.01,1302,1,636,0.34,0.037,0.31,-0.22,7%,i,30
CCn1c(CNc2ccc(F)cc2)nnc1SCC#N,i,2.9,1.4,8.8,.,-0.6%,-0.37,1476,-3,707,-0.062,0.0099,0.4,-0.33,.,i,-9
c1ccc2c(c1)oc1c(NCCCn3ccnc3)ncnc12,i,1.6,1.5,7.5,-4%,-0.1%,-0.31,1603,.,.,3.4,0.53,1.6,-1.6,11%,+,2.1*
CC(C)NC(=O)c1ccc(COCC(F)(F)C(F)F)cc1,i,1.5,1.0,4.4,3%,6.0%,.,.,4,809,2.4,-0.29,0.96,-1.1,4%,i,-5
O=C(NC(=O)N1CCN(c2ccc([N+](=O)[O-])cn2)CC1)c1c(Cl)cccc1Cl,i,.,.,.,16%,.,-0.65,1127,-8,669,0.5,-0.02,0.6,-0.27,8%,.,.
COc1ccc(-n2cc(CNCCCN3CCCC3=O)c(-c3ccccc3Cl)n2)cc1,i,2.8,1.9,7.4,-1%,-3.2%,-0.8,1399,4,719,-1.2,-0.25,-0.76,1.4,-2%,i,21
O=C(c1cccn2c(=O)c3cc4ccccc4cc3nc12)N1CCN(c2ccccc2)CC1,.,3.3,1.3,2.9,-16%,-1.0%,0.43,1227,.,.,-0.093,0.079,0.13,0.44,21%,i,1
CCOc1c2ccc(C(=O)NCc3ccc(C)cc3)cc2nn1CC,i,2.8,2.3,2.5,-42%,-1.3%,0.11,1612,.,.,-0.58,-0.2,0.17,0.33,-1%,i,-30
O=C(COC(=O)Cn1cnc2ccccc21)Nc1cc2c(cc1Cl)C(=O)c1ccccc1C2=O,i,2.6,1.9,7.8,5%,0.3%,.,.,7,704,-1.5,-0.17,-0.91,0.98,4%,i,-4
O=C(N/N=C/c1ccc(O)cc1)c1csc2ccccc12,i,3.9,2.8,4.4,1%,-1.4%,-0.13,1594,.,.,-0.4,-0.21,0.18,0.44,16%,i,-19
CCOCCCNC(=O)C(NC(=O)Cc1c[nH]c2ccccc12)c1ccc(OC)cc1 (centres undefined),i,6.1,1.5,6.5,-1%,-0.2%,-0.24,1245,-23,681,-0.66,0.066,0.06,1.2,3%,i,18
Cc1ccc(NC(=S)N(CCN(C)C)Cc2cccs2)cc1,i,4.7,2.0,6.0,0%,-0.3%,-0.43,1282,5,708,0.49,-0.084,0.54,-0.48,-1%,i,1
O=C(Nc1ccc(N2CCCCC2)cc1)c1ccc(F)cc1,i,2.6,1.6,9.6,3%,.,-0.26,1295,29,730,0.21,-0.22,-0.69,0.91,14%,i,2
CSc1nc(-c2ccc(Cl)cc2)c(C#N)c(=O)n1C,i,2.4,1.2,4.2,7%,-2.5%,-0.55,1345,4,761,0.069,-0.34,-0.48,0.69,10%,i,-8
Cc1nc(SCC(=O)NCc2ccco2)c2oc3ccccc3c2n1,i,1.3,4.8,2.6,-13%,2.5%,0.3,1243,.,.,0.27,-0.1,0.17,0.77,6%,i,0
CC(=O)c1cn(-c2ccc(Cl)cc2)c(=O)n(Cc2ccc(F)cc2)c1=O,i,3.9,1.2,18,6%,2.0%,0.18,1573,17,685,2.2,0.059,1.6,-1.2,-5%,i,27
CCOC(=O)c1c(NC(=O)CSc2cccc[n+]2[O-])sc(C(=O)Nc2ccccc2)c1C,i,2.4,3.3,5.6,4%,-3.6%,.,.,-4,670,-1.6,-0.17,-0.83,0.3,0%,i,15
O=C(NCCCN1CCOCC1)c1cc(-c2ccccc2)on1,i,9.2,4.1,7.7,4%,4.7%,-0.55,1230,26,816,0.34,-0.16,-0.00062,0.98,1%,i,1
CN(C)CCNc1c2c(c(C#N)c3nc4ccccc4n13)CCCC2,i,5.6,3.4,0.7,-15%,-1.3%,-1.3,1037,.,.,-0.36,-0.21,0.081,-0.037,10%,i,-5
Cc1cc(C(=O)COC(=O)c2cccs2)c(C)n1-c1c(C)n(C)n(-c2ccccc2)c1=O,i,1.3,1.1,16,5%,2.8%,.,.,.,.,-0.35,-0.16,-0.13,0.13,-1%,i,47
O=C(Cn1cnc2scc(-c3ccc(Br)cc3)c2c1=O)N1CCOCC1,i,1.3,0.7,8.8,9%,0.7%,0.24,1639,-5,587,1.3,-0.11,0.87,-0.79,?,i,20
O=C(CCC1CCCC1)N1CCN(S(=O)(=O)Cc2ccccc2)CC1,i,2.6,5.8,6.5,10%,-1.9%,.,.,.,.,-0.62,-0.16,-0.12,0.79,1%,i,4
CC(O)CNc1nc2c(c(=O)n(C)c(=O)n2C)n1Cc1cccc(Br)c1 (centres undefined),i,4.5,1.5,6.0,-6%,0.0%,?,.,.,.,0.43,-0.3,0.84,-0.69,11%,i,-4
CSCCC(NS(=O)(=O)c1ccc(Cl)cc1)C(=O)OCc1c(Cl)cccc1Cl (centres undefined),i,2.3,2.2,6.6,6%,-0.5%,-0.16,1401,5,554,-0.074,-0.16,-0.49,0.051,2%,i,-1
CCN(CC)C(=O)CN1CCN(c2ccccc2F)CC1,i,3.5,1.3,5.2,0%,-2.6%,0.59,1229,.,.,1,-0.34,0.28,-0.069,6%,i,16
COC(=O)c1ccc(-c2ccc(F)cc2)nc1C,i,4.2,2.9,4.8,-1%,-7.2%,-0.22,1444,1,698,-0.028,-0.3,-0.15,0.0017,6%,i,0
O=C(O)CSC(=S)N1CCCCC1,i,4.3,3.0,7.8,-17%,-0.1%,0.06,1296,-11,656,0.036,-0.27,-0.03,0.88,-3%,i,-9
CCCCOc1ccccc1C(=O)NCCCCCC(=O)O,.,2.0,2.0,1.0,6%,4.5%,0.03,1122,.,.,0.78,-0.12,0.63,-0.37,4%,i,-6
CC1(C)Cc2nc3oc4c(N5CCOCC5)ncnc4c3cc2CO1,i,1.8,2.4,9.0,-2%,3.1%,0.57,1148,.,.,0.55,-0.21,-0.019,-0.058,11%,i,-1
O=C(O)C1CCCNC1 (centres undefined),i,3.0,2.6,9.3,0%,-1.0%,.,.,-2,732,-0.031,-0.28,0.45,0.18,-2%,i,17
O=C(Cn1cnc([N+](=O)[O-])n1)NC1CC1,i,1.7,2.6,2.6,-2%,.,-0.14,1197,2,689,-0.68,-0.29,-0.37,0.57,1%,i,7
